Assay outcomes as filed in PubChem.
CHT PAM: allosterically activates the human high affinity choline transporter; AID 488977; Q9GZV3; B-score at 10 µM; 310,000 tested, 0.49% active; CHT-expressing cells, membrane potential dye, choline EC20; hits give high values; LV-AA mutant CHT in HEK293 cells;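 active means initial fluorescence not abnormally high and integrated response B-score, plate-corrected, over 3 SD above library mean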
Target sequence (Q9GZV3 whole entry, looked up): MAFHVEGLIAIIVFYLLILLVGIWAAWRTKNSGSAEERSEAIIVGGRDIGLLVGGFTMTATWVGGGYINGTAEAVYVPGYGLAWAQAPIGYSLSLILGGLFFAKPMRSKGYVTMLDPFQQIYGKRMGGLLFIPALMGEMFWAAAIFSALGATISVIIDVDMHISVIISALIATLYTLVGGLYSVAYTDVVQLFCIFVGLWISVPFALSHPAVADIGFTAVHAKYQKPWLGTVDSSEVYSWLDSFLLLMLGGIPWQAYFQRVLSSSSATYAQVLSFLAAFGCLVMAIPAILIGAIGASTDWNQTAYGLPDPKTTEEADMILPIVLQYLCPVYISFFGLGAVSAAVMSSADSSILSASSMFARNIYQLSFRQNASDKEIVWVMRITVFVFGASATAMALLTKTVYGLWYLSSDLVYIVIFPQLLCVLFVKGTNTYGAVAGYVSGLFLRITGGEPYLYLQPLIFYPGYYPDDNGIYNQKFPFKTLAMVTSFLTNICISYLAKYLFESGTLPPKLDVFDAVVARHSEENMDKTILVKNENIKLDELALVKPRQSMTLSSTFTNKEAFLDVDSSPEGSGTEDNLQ
OX1R antagonist: antagonists of human orexin 1 receptor; inhibition, % at 5 µM; O43613; CHO/OX1R cells, Fluo-8 calcium fluorescence, orexin A; 330,000 tested, 0.43% active;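 active means inhibition above its plate's threshold, mean inhibition of all tested compounds on the plate plus 3 SD, cut at about 37% in these data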;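 further: 0% = orexin A challenge wells and 100% = SB-334867-A antagonist wells; not every result past the cut was called active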
Target sequence (O43613 whole entry, looked up): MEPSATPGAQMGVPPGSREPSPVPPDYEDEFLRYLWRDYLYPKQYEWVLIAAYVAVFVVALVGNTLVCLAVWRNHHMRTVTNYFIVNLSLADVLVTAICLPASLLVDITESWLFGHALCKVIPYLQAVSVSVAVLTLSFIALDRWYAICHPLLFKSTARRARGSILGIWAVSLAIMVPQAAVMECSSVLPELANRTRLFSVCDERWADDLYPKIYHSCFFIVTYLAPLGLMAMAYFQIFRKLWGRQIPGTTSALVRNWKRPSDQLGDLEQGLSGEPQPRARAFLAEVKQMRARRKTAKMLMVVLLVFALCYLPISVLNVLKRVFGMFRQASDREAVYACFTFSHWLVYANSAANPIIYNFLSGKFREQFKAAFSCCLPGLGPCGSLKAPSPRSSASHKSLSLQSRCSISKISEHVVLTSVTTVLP
An asterisk follows results filed as active; i = inactive; x = no result given.

Every second line gives: CHT PAM | OX1R antagonist
Cn1c(CO)cnc1S(=O)(=O)Cc1c(Cl)cccc1Cl
  i | -12
COc1ccc2c(c1)[nH]c1c(=O)n(N)cnc12
  i | -4
CCN(CC)CCn1c(=S)[nH]c2cc(C(=O)NCc3ccccc3Cl)ccc2c1=O
  i | -24
Cc1nc(CSc2n[nH]c(=O)n2-c2cccc(F)c2)cs1
  i | -12
COCCn1c(C)cc(/C=C2/NC(=O)N(Cc3ccc(C)cc3)C2=O)c1C
  i | -16
Cc1ccc(C(=O)O)cc1NC(=O)c1ccc(Cn2nc(C)c(Cl)c2C)o1
  i | -23
O=C(Nc1ccc(NC(=O)c2cccs2)cn1)c1ccco1
  i | -14
Cc1ccc(CNCc2ccc3c(c2)OCO3)cc1
  i | -5
Cc1ccc(-c2cc(C(=O)N3CCCc4ccccc43)no2)cc1
  i | -30
COC(=O)c1cccc(NC(=O)CN2CCOCC2)c1
  i | 5
COc1ccc(NC(=O)C2CCCN(C(=O)NC3CCCCC3)C2)cc1OC (stereo not drawn)
  i | -18
CN(C)c1ccc(CN(C(=O)c2ccc(Cl)c([N+](=O)[O-])c2)C2CCS(=O)(=O)C2)cc1 (stereo not drawn)
  i | -7
COc1cc(NC(=O)c2cccs2)c(C(=O)OCC(=O)NC(C)c2ccccc2)cc1OC (stereo not drawn)
  i | -37
NC(=O)N/N=C\c1cc(Br)ccc1O
  i | -10
CCC(=O)c1ccc(OC(=O)c2cnccn2)cc1
  i | 2
COc1ccc(CCNC(=S)N2CCC(C(=O)c3ccc(F)cc3)CC2)cc1OC
  i | -8
O=C(Nc1ccc(Oc2ccc(NC(=O)Nc3ccccc3Cl)cc2)cc1)Nc1ccccc1Cl
  i | -13
Nc1nc2ccccc2[nH]1
  i | x
Cc1ccc(S(=O)(=O)CCC(=O)NCCN2C(=O)S/C(=C/c3ccc(F)cc3)C2=O)cc1
  i | -19
O=C(O)CCN1C(=O)c2ccc(Oc3ccc([N+](=O)[O-])cc3)cc2C1=O
  i | 6
COc1ccc2[nH]c(=O)c(-c3nnn(-c4ccccc4)n3)cc2c1
  i | -8
Cc1ccc(N(CC(=O)NCCc2ccc(Cl)cc2)S(=O)(=O)c2c(C)noc2C)cc1
  i | 34
c1ccc(-c2nc(NCc3cccnc3)c3oc4ccccc4c3n2)cc1
  i | 22
CC(=O)N1CCN(c2ccc(Nc3nc(C)nc4c3oc3ccccc34)cc2)CC1
  i | -34
CN(Cc1ccccc1)C(=O)CSc1n[nH]c(N)n1
  i | -16
O=C1CC(N2CCN(C/C=C/c3ccccc3)CC2)C(=O)N1CCc1ccccc1 (stereo not drawn)
  i | -21
CCN(CC)c1nc(N)nc(N(c2ccccc2)c2ccccc2)n1
  i | -30
O=C(Nc1cccc(C(F)(F)F)c1)c1cccc(NS(=O)(=O)c2ccc(Br)c(C(=O)O)c2)c1
  i | 4
CCN1CCN(Cc2c(O)ccc3c2O/C(=C\c2ccc(C)cc2)C3=O)CC1
  i | -21
Cc1ccccc1C(=O)NCCc1nnc(SCC(=O)Nc2nc(-c3ccccc3)cs2)n1C
  i | -1
Cc1cc(C)c2c(CN3CCN(C)CC3)cc(=O)oc2c1
  i | -8
O=C(c1nn2c(C(F)(F)F)cc(-c3cccs3)nc2c1Br)N1CCCc2ccccc21
  i | -24
CCC(Oc1ccccc1F)C(=O)Nc1ccc2c(c1)n(C)c(=O)n2C (stereo not drawn)
  i | x
CC1CN(C(=O)/C=C/c2ccccc2[N+](=O)[O-])CC(C)O1 (stereo not drawn)
  i | -1
Cc1ccc(C2OC(=O)C=C2c2ccccc2)cc1 (stereo not drawn)
  i | -11
CC(C)(C)OC(=O)NCCCC[C@H](NC(=O)c1nc[nH]c1C(=O)N1CCN(C(=O)OC(C)(C)C)CC1)C(=O)OC(C)(C)C
  i | -39
CCOc1ccc(C(CC(=O)O)NC(=O)c2ccco2)cc1 (stereo not drawn)
  i | 0
Cc1noc(NC(=O)c2ccc(Cl)cc2)c1Cl
  i | -14
CCOC(=O)N1CCN(S(=O)(=O)c2ccc(OC)c(Cl)c2Cl)CC1
  i | -19
CCn1c(CNC(=O)C23CC4CC(CC(C4)C2)C3)nnc1SCC(=O)Nc1nnc(C)s1
  i | -23
COc1ccccc1N(C)S(=O)(=O)c1ccc(C(=O)N2CCCC(C(F)(F)F)C2)cc1 (stereo not drawn)
  i | -20
COc1ccc(S(=O)(=O)N2CCC(C(=O)N3CCc4ccccc4C3)CC2)cc1
  i | -9
O=c1c(/C=C(\O)c2ccccc2)nc2ccccc2n1-c1ccccc1
  i | 61*
Fc1ccc(N2CCN(c3nc(-c4ccco4)cc(C(F)(F)F)n3)CC2)cc1
  i | -8
COc1cccc(CNC(=O)Cn2cccc2C(=O)c2ccccc2C)c1
  i | -16
COc1cc(CN2CCCC(C(=O)c3ccc4c5c(cccc35)CC4)C2)cc(OC)c1O (stereo not drawn)
  i | -29
COc1ccc(-n2nnnc2-c2ccccc2)cc1
  i | 2
CCCN(CCC)CC(O)COc1ccc2c(c1)OCO2 (stereo not drawn)
  i | -18
Cc1ccc(C2NNC(=O)C2NC(=O)c2ccccc2)cc1 (stereo not drawn)
  i | -17
COc1cc(/C=N/NC(=O)c2cccc(S(=O)(=O)N3CCOCC3)c2)cc(OC)c1O
  i | -7

(listing goes on)
Every second line gives: CHT PAM | OX1R antagonist
COc1ccc(C2CC(c3ccccc3O)=NN2C(=O)c2ccccc2)cc1OC (stereo not drawn)
  i | -43
CCCNC(=O)C1CCN(c2nc(C)cc(C)n2)CC1
  i | -8
O=c1[nH]c(/C(Cl)=C/c2cc(Cl)ccc2O)nc2cc(Cl)ccc12
  i | -8
Cc1ccc(S(=O)(=O)N(Cc2cccc(C(F)(F)F)c2)C(=O)N2CCN(C)CC2)cc1
  i | 4
Cc1cc(Cl)ccc1OCC(=O)OC(C)C(=O)NC(N)=O (stereo not drawn)
  i | -15
O=C(Cc1n[nH]c(=O)[nH]c1=O)N/N=C/c1c(O)ccc2ccccc12
  i | 6
COc1ccc(COC(=O)C2CCN(S(=O)(=O)c3ccc(Cl)cc3)CC2)cc1
  i | -8
COc1ccc(C(=O)NC2CC2)cc1OC1CCN(C(C)CSC)CC1 (stereo not drawn)
  i | -1
Cc1cc(Cl)ccc1NC(=O)NC1CCN(S(=O)(=O)c2ccc(F)cc2)CC1
  i | -19
Cc1n[nH]c(C)c1N1C(=O)c2cccc3c(Br)ccc(c23)C1=O
  i | -4
CCOC(=O)N1CCN(Cc2nc(N)nc(Nc3ccc(Oc4ccccc4)cc3)n2)CC1
  i | -17
O=C(O)c1ccccc1NS(=O)(=O)c1ccccc1C(F)(F)F
  i | 7
CC(C)=C1C2CCC1C1C(=O)N(c3ccc4c(c3)OCO4)C(=O)C21 (stereo not drawn)
  i | 0
Cc1cc(/C(N)=N/OC(=O)Nc2ccc(Cl)cc2)no1
  i | 12
COc1ccccc1NS(=O)(=O)c1cc(-c2cc(C)no2)ccc1OC
  i | -11
CC(C)CCSc1nc2c(c(=O)[nH]c(=O)n2C)n1CCCc1ccccc1
  i | -54
C/C(=N\NC(=O)CCC(=O)Nc1ccc(C)c(C)c1)c1cccs1
  i | -20
COc1cc(OC)c(C(=O)Nc2cccnc2)cc1OC
  i | -17
Cc1onc(-c2c(F)cccc2Cl)c1C(=O)Nc1ccc(S(=O)(=O)N2CCOCC2)cc1
  x | -5
Cc1ccnc(SCc2ccc(C(=O)O)cc2)n1
  i | 7
O=C(CCN1C(=O)/C(=C/c2ccccc2)SC1=S)NC1CCS(=O)(=O)C1 (stereo not drawn)
  i | -24
Cc1cc(C)c2ccc(C)[n+]([O-])c2c1O
  i | 2
CCc1ccc(CNC(=O)CCC(=O)N2Cc3cccc(OC)c3Oc3ncccc32)cc1
  i | -53
C=CCN1C(=O)C2(OCCCO2)c2cc(Cl)ccc21
  i | -32
O=C(NC(=O)c1ccc(F)cc1F)Nc1ccc(Cl)cc1
  i | -14
N#Cc1cccc(NC(=O)COc2ccc(-n3ccnc3)cc2)c1
  i | 8
COc1ccc(C(=O)Nc2c(Cl)cc(Cl)cc2C(=O)N2CCOCC2)cc1
  i | -5
Cc1nc2cc(-c3ccccc3)nn2c(C)c1CCC(=O)N1CCN(c2ccccc2)CC1
  i | -18
CN(Cc1ccc(Cl)s1)C(=O)CNC(=O)CNC(=O)c1ccc(Cl)cc1Cl
  x | -10
O=C(O)Cn1cc(/C=N/NC(=O)c2cc3cc(Br)ccc3o2)c2ccccc21
  i | -7
CSc1cccc(NC(=O)c2ccc(Cl)nc2)c1
  i | 9
COc1cc(/C=C(\C#N)C(=O)NCc2ccccc2)ccc1OCc1ccc(C(=O)O)cc1
  i | -7
COC(=O)c1ccccc1NC(=O)c1ccc(COc2cc(C)cc(C)c2)o1
  i | -23
COc1ccc(/C=C/C(=O)c2ccc(Cl)cc2)c(OC)c1
  i | -34
COC(=O)C1=C(O)CSC1=Nc1cccc(C(F)(F)F)c1
  i | -15
COc1ccc(NS(=O)(=O)CC(C)C)c(OC)c1
  i | -20
CCCOC(=O)CCNc1n[nH]c(=O)[nH]c1=O
  i | -7
O=C(c1ccccc1)c1c[nH]c(C(=O)C(Cl)(Cl)Cl)c1
  i | 3
Nc1ncc(Br)cc1S(=O)(=O)NCCC(=O)N1CCN(c2ccccc2)CC1
  i | -23
CN(C)Cc1c(O)ccc2c3c(c(=O)oc12)CCCCC3
  i | -29
COCCNC(=S)N(CCc1c(C)[nH]c2ccc(Cl)cc12)Cc1cccs1
  i | 26
CCN1C(=O)c2cccc3c(S(=O)(=O)NCc4cccnc4)ccc1c23
  i | -7
O=C(c1ccc(F)cc1)c1cn[nH]c1-c1ccccc1O
  i | -13
COc1ccc(NC(=O)CCNC(=O)C2CCN(S(=O)(=O)c3ccc(OC)cc3)CC2)cc1
  i | -13
CC(C)(C)S(=O)(=O)c1ccc(S(=O)(=O)C(C)(C)C)s1
  i | -8
Cc1ccc(C(=O)NCCc2sc(C)nc2C)cc1
  i | -19
O=S(=O)(Nc1cccc(-n2cnnn2)c1)c1ccc(Cl)cc1
  i | -12
Cc1cccc2c1cnn2C(=O)Nc1ccccc1Cl
  i | -7
Fc1cccc(Cl)c1Cn1nnc2c(NCc3ccncc3)ncnc21
  i | -19
CC(C)C[C@H](NC(=O)C1CCN(S(=O)(=O)c2ccccc2)CC1)C(=O)NCc1cccnc1
  i | -7

(cont.)
Every second line gives: CHT PAM | OX1R antagonist
CCOc1cc(CNc2cccc3ccccc23)cc(Br)c1OCC(=O)NC(C)(C)C
  i | -40
Cc1cc(NC(=O)CCC(=O)N(CC2CCCO2)C(C(=O)NC2CCCC2)c2cccnc2)no1 (stereo not drawn)
  i | -16
Cc1ccc(NC(=O)c2c(-c3ccccc3)noc2C)nc1
  i | -1
O=c1cc(CSc2ccc(Cl)cc2)nc(-c2ccncc2)[nH]1
  i | -12
O=C(Nc1nccs1)C1Cc2ccccc2CN1S(=O)(=O)c1ccc(F)cc1 (stereo not drawn)
  i | -11
CC1Cc2ccccc2N1C(=O)c1ccc2c(c1)nnn2C (stereo not drawn)
  i | 8
CCCCC(=O)NC1=NC(=O)C(C)(C)S1
  i | -18
CC1(C)Oc2ccc3ccc(=O)oc3c2C(/C=N/O)C1=O (stereo not drawn)
  i | -7
CCCn1c(C(O)c2ccc(C)cc2)nc2ccccc21 (stereo not drawn)
  i | x
CC(=O)c1cccc(NC(=O)C(C)OC(=O)Cc2c[nH]c3ccccc23)c1 (stereo not drawn)
  i | -8

Sorted by the number under OX1R antagonist (ascending): 3 from the list above
structure	OX1R antagonist
CCCCC(=O)NC1=NC(=O)C(C)(C)S1	-18
Cc1cc(NC(=O)CCC(=O)N(CC2CCCO2)C(C(=O)NC2CCCC2)c2cccnc2)no1 (stereo not drawn)	-16
O=C(Nc1nccs1)C1Cc2ccccc2CN1S(=O)(=O)c1ccc(F)cc1 (stereo not drawn)	-11

(continued)
Every second line gives: CHT PAM | OX1R antagonist
N/N=C(\c1ccccc1)c1cc(Cl)ccc1N
  i | -1
COC(=O)c1ccc(SC)cn1
  i | -8
O=C(COc1ccc(F)cc1Cl)Nc1ccc(S(=O)(=O)Nc2nccs2)cc1
  i | -19
COc1ccc(/C=C/C(=O)NCCSCc2ccco2)cc1OC
  i | -17
C=CCNC(=O)c1cc(-c2cccnc2)nc2ccccc12
  i | 1
O=c1[nH]c(SCc2ccccc2Cl)nc2c1cnn2-c1ccccc1
  i | -14
COc1ccc(N)cc1NC(=O)CN1CCCC1
  i | -3
COc1cc(C2N(c3ccc(F)cc3)C(=O)C3CCCN32)cc(OC)c1OC (stereo not drawn)
  i | -27
CNC(=O)c1c(C)nn(-c2ccc(F)c(Cl)c2)c1-c1cc(C)on1
  i | -19
CC(=O)N(C(C)=O)N1C(=O)/C(=C/c2ccc(Cl)cc2)SC1=S
  i | -1

6 entries drawn at random from those above:
Every second line gives: CHT PAM | OX1R antagonist
N/N=C(\c1ccccc1)c1cc(Cl)ccc1N
  i | -1
O=c1[nH]c(SCc2ccccc2Cl)nc2c1cnn2-c1ccccc1
  i | -14
CC(=O)N(C(C)=O)N1C(=O)/C(=C/c2ccc(Cl)cc2)SC1=S
  i | -1
C=CCNC(=O)c1cc(-c2cccnc2)nc2ccccc12
  i | 1
O=C(COc1ccc(F)cc1Cl)Nc1ccc(S(=O)(=O)Nc2nccs2)cc1
  i | -19
COc1ccc(N)cc1NC(=O)CN1CCCC1
  i | -3

More structures follow:
Every second line gives: CHT PAM | OX1R antagonist
COc1cc(C(=O)N2CCN(C(=O)C(Cc3cc(C)ccc3C)NC(C)=O)CC2)cc(OC)c1OC (stereo not drawn)
  i | -18
CC(=O)N(Cc1ccccc1)Cc1cn(CCC#N)nc1-c1cccc([N+](=O)[O-])c1
  i | -29
Cn1nnc(NC(=O)/C=C/c2ccco2)n1
  i | -9
CC(C)OC(=O)c1cccnc1N1CCN(c2cccc(Cl)c2)CC1
  i | -39
